High-throughput results deposited in PubChem by National Center for Advancing Translational Sciences (NCATS).
HCMV inh: qHTS Assay for inhibitors of the human cytomegalovirus (HCMV). 410,000 tested, 4.5% active. activity change, negative = inhibition, % at 57.5 µM. AID 1259415, 2018. HFF cells, HCMV-luciferase reporter, 72 h; active compounds read low; in the data active means activity change below about -60%; inconclusive means no clear call, values can overlap the other calls; inactive means above about -39%
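Compounds were evaluated in HFFs infected with an HCMV luciferase reporter virus (MOI 1 PFU/cell). Luciferase in lysates collected 72 h post infection served as the replication measure.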
Sm TGR block: qHTS Assay for the Inhibitors of Schistosoma Mansoni Peroxiredoxins | purified TGR, DTNB reduction, TNB absorbance 405 nm | Schistosoma mansoni thioredoxin glutathione reductase (TGR), Q962Y6 | Potency, µM (top dose mostly 114 µM), without a hit: top-dose activity change, negative = inhibition, usual class: inhibitors | 360,000 tested, 3% active | AID 485364, 2010; further: potency means the concentration at half of the fitted maximal effect; nearly all actives have a fitted effect of over 60% in size
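TGR 20 nM + NADPH 100 uM (dispensed conc.), cpd preinc 15 min RT; start with NADPH (500 uM addition) then DTNB (15 mM addition). Kinetic TNB absorbance, 405 nm filter. Four-parameter Hill fit across titration.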
HCV inh: qHTS Assay for Inhibitors of Hepatitis C Virus (HCV); Huh7.5.1 HCVcc-Cre infection, luciferase reporter, 44 h; Potency, µM (titrated, usually from 41.8 µM), inactives show at the highest dose activity change, negative = inhibition, hits mostly inhibitors; 340,000 tested, 3.4% active; AID 651820, 2012; further: potency means the concentration at half of the fitted maximal effect
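After 44 h co-culture of compound, cells and HCVcc-Cre (~0.5 moi), substrate is added for 15 min at room temperature and luciferase measured over 15 sec. Cells were seeded at 1,000/well and pre-cultured 4 h.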
FBPA Giardia inh: qHTS Assay for Inhibitors of Fructose-1,6-bisphosphate Aldolase from Giardia Lamblia | A8B2U2 | purified Giardia FBPA | Potency, µM (highest dose often 59.6 µM), without a hit: at the top dose activity, negative = inhibition, usual class: inhibitors | 290,000 tested, 0.71% active | AID 2451, 2010; further: potency means the concentration at half of the fitted maximal effect; nearly all actives have a fitted effect of over 55% in size
Target sequence (A8B2U2 whole entry, looked up): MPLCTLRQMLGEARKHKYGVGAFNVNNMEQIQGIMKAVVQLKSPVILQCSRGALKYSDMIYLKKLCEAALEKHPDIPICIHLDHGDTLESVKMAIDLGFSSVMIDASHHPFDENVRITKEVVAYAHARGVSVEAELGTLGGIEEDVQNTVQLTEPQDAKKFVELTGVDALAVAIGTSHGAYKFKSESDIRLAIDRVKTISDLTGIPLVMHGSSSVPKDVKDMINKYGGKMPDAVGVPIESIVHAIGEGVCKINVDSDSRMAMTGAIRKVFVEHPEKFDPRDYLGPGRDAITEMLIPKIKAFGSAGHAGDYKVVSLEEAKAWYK
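Giardia FBPA (40 nM reagent) was preincubated 10 min at RT with compound (up to 57.5 uM final), then substrate plus GAPDH/TPI/NAD/arsenate coupling system with diaphorase/resazurin was added; resorufin fluorescence (525/598 nm) was read after 20 min.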
AmpC no deterg: qHTS Inhibitors of AmpC Beta-Lactamase (assay without detergent); Potency, µM (series often up to 57.1 µM), for inactives: top-dose activity change, negative = inhibition, most hits filed as inhibitors; 330,000 tested, 0.52% active; P00811; AmpC nitrocefin hydrolysis, absorbance 480 nm, 0.0001% Triton; AID 485341, 2010;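 further: potency means the concentration at half of the fitted maximal effect; plate controls were no compound for no effect and no enzyme for full effect; nearly all actives have a fitted effect of over 20% in size; some results filed as inactive show a strong effect at the top dose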
Target sequence (P00811 whole entry, looked up): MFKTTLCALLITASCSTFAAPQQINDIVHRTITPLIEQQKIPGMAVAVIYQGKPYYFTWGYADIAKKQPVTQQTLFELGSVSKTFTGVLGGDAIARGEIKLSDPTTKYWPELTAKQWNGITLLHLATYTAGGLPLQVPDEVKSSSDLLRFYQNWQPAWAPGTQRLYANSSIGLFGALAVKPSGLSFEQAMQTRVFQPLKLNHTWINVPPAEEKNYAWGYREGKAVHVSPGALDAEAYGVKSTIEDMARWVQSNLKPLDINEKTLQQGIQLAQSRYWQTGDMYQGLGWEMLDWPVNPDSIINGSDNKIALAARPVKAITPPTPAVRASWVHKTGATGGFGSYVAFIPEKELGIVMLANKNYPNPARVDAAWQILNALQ
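20 mM phosphate pH 7.0 + 0.01% (detergent screen) or 0.0001% Triton X-100; 5.3 nM AmpC reagent; cpd preinc 15 min RT; nitrocefin (800 uM stock) to start; A480 q20 s × 4 min; Activity was normalised to no-enzyme and no-compound control wells.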
AmpC inh detg: qHTS Inhibitors of AmpC Beta-Lactamase (assay with detergent). Potency, µM (titrated, usually from 114 µM), for inactives: at the top dose activity change, negative = inhibition, usual class: inhibitors. AmpC hydrolysis of nitrocefin, absorbance 480 nm, 0.01% Triton. 370,000 tested, 0.041% active. P00811;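 further: potency means the concentration at half of the fitted maximal effect; 0% = no-compound wells and -100% = no-enzyme wells; nearly all actives have a fitted effect of over 25% in size; some results filed as inactive show a strong effect at the top dose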
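AmpC (5.3 nM in the dispensed reagent) in 20 mM phosphate pH 7.0 with 0.01% (detergent screen) or 0.0001% Triton X-100 was preincubated with compounds for 15 min at room temperature. Nitrocefin was then added from an 800 uM solution, and hydrolysis was followed at 480 nm.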
Active calls of the source: *; ? = inconclusive; . = not tested or not shown; & = joins results of further samples; [ ] = remark or other dose. Unless noted, the call rests on the fitted dose curve; in most records, active means well fitted curve in the direction sought with a large enough effect; inconclusive means small, poorly fitted or top-dose-only effect, or another doubt; inactive means no such curve, though single readings can be large; an effect the other way counts as inactive or inconclusive. Unless noted, on the % scale 0 is the no-effect control and ±100 the full control effect.

SMILES	HCMV inh	Sm TGR block	HCV inh	FBPA Giardia inh	AmpC no deterg	AmpC inh detg
CC1CCN(S(=O)(=O)c2ccc3c(c2)N(CC(=O)NCCCN2CCCC(C)C2)C(=O)CS3)CC1 (centres undefined)	0&-11	-5%&-2%	8%	.	53%	-3%&5%
O=Cc1ccc(C(=O)OCC(=O)Nc2ccc(F)cc2F)cc1	-8	-1%	3%	-3%	-10%	?
CC1(C)CC(=O)C2=C(C1)Nc1ccccc1NC2c1nc2ccccc2[nH]1 (centres undefined)	22	-3%	11%	?	-5%	?
CCOc1ccc(-n2c(SCC(=O)Nc3ccccc3CC)nc3n[nH]c(C)c3c2=N)cc1	4	-3%	.	7%	4%	6%
COc1ccc2c(CC(=O)OCC(=O)NC(=O)c3cccn3C)coc2c1	4	1%	-13%	1%	-22%	-8%
COc1ccc(S(=O)(=O)Cc2ccc(C(=O)N3CCN(Cc4ccccc4)CC3)o2)cc1	?	?	-14%&-29%	-1%	88%[activator]	-13%
COc1ccc(-c2cc3ccc(OCC(=O)NCC4CCC(C(=O)O)CC4)cc3oc2=O)cc1 (centres undefined)	48	12%	1%	9%	-25%	1%
O=C(CSc1nnc(SCc2ccc(Cl)cc2)s1)c1ccc2c(c1)OCO2	60	-5%	9%	-4%	-31%	-18%
CN(Cc1nc2ccccc2c(=O)[nH]1)C(=O)c1ccc(S(=O)(=O)N2CCCC2)cc1	3	-6%	1%	.	-11%	-21%
O=C(NC1C(=O)NNC1c1ccccc1)c1ccc(F)cc1 (centres undefined)	2	7%	24%	-8%	-24%	0%
Cc1ccccc1C(=O)NCCCNC(=O)c1ccccn1	-11	-9%	15%	-1%	-4%	5%
Cn1c(=O)oc2cc(S(=O)(=O)NC(Cc3ccccc3)C(=O)NCc3ccccc3Cl)ccc21 (centres undefined)	25	2%	.	.	.	-11%
CCCN1CCN(C(=O)Cn2c(=O)oc3cc(S(=O)(=O)NCc4ccccc4)ccc32)CC1	14	-15%	2%&0%	1%	-32%	?
C(=N\N(c1ccccc1)c1ccccc1)/c1ccccn1	-15	11%	?	11%	-1%	0%
COc1ccc2ccccc2c1/C=N/NC(=O)c1ccccc1F	7	3%	?	-23%	-27%	?
c1ccc(-c2ccc(-c3[nH]ncc3CN3CCC(N4CCSCC4)CC3)cc2)cc1	-2	-2%	-12%	4%	123%[activator]	-5%
COc1ccc(O)c(/C=N/NC(=O)CSc2nnc(C)n2-c2ccccc2)c1	28	7%	?	10%	3%	-2%
CNc1nc(C)cc(C)c1S(=O)(=O)c1ccc(C)cc1	14	-22%	?	-1%	-1%	-8%
COc1ccc(-c2csc3ncnc(N4CCN(CCO)CC4)c23)cc1	-31	-3%	-18%	0%	19%	3%
NC(=O)c1nsc(C(=O)N(Cc2ccccc2F)C(C(=O)NCC2CCCO2)c2ccc(F)cc2)c1N (centres undefined)	-28	31%	0%	-10%	84%[activator]	-4%
Cc1sc(N/N=C/c2cccs2)nc1-c1ccccc1	?	0%	?	-2%	-28%	0%
O=C(CSc1ccc2nnc(CCNC(=O)c3ccccc3)n2n1)Nc1ccccc1	0	12%	2%	-5%	13%	0%
Cc1ccccc1-n1c(O)c(/C=C2/C(c3ccccc3)=Nc3ccccc32)c(=O)[nH]c1=O	-22	-11%	?	-5%	-34%	-16%
CCCN1C(=O)C(O)(c2c(C)[nH]c3ccccc23)c2ccccc21 (centres undefined)	20	45µM*	-1%	-14%	-5%	3%
O=C(CN1c2cccc3cccc(c23)S1(=O)=O)NCc1ccc(Cl)cc1	-21	5%	?	.	-29%	?
CCOc1cc(C2CC(=O)c3c(ccc4ccccc34)N2)ccc1O (centres undefined)	20	2%	-18%	0%	25%	-1%
COc1ccc(/C=N/N2CCN(C3c4ccccc4-c4ccccc43)CC2)cc1O	3	0%	?	-2%	2%	4%
O=C1CCC(C(=O)N2CCc3c(Cl)cccc3C2)CN1CCCN1CCOCC1 (centres undefined)	.	-28%	.	.	50%	3%
Cc1cc(OCC(=O)OCC(=O)NCc2ccco2)ccc1Cl	-35	9%	-5%	.	-16%	?
CCOC(=O)C1=CN(Cc2ccco2)S(=O)(=O)NC1c1ccc(Br)cc1F (centres undefined)	16	.	39%[activator]	.	-13%	.

Compound profiles, from the list above.
O=C1CCC(C(=O)N2CCc3c(Cl)cccc3C2)CN1CCCN1CCOCC1 (centres undefined) in the list: HCMV inh = .; Sm TGR block = -28%; HCV inh = .; FBPA Giardia inh = .; AmpC no deterg = 50%; AmpC inh detg = 3%
Cc1sc(N/N=C/c2cccs2)nc1-c1ccccc1 in the list: HCMV inh = ?; Sm TGR block = 0%; HCV inh = ?; FBPA Giardia inh = -2%; AmpC no deterg = -28%; AmpC inh detg = 0%

Later entries:
SMILES	HCMV inh	Sm TGR block	HCV inh	FBPA Giardia inh	AmpC no deterg	AmpC inh detg
CC(Sc1nncn1C)C(=O)NCCC1=CCCCC1 (centres undefined)	-8	.	15%	.	-1%	.
O=C(COC(=O)CNC(=O)C1CCCCC1)Nc1ccccc1Cl	-15	-20%	.	.	-6%	-1%
CCN(CC)CCNc1oc(-c2ccccc2)nc1S(=O)(=O)c1ccccc1	-14	.	6%	.	8%	.
CN(C)C1(c2nnnn2-c2ccc(Cl)cc2)CCCCC1	-38	0%	14%	5%	14%	-13%
Cc1ccc(-c2ocnc2C(=O)Nc2nc(C)cs2)cc1	59	-4%	23%	-18%	-10%	9%
CCCCCN1CC(O)=C(c2nc3ccccc3[nH]2)C1=N	35	7%	2%	3%	-12%[11.4 µM]	-23%
CC(=O)CSc1nnc(Cc2ccc([N+](=O)[O-])cc2)o1	-12	2%	15%	1%	93%[activator]	-6%
CC(Oc1ccc(Cl)cc1)c1ccnn1S(=O)(=O)c1ccccc1 (centres undefined)	?	-22%	?	5%	-25%	-11%
CCN(CC)S(=O)(=O)c1ccc(C)c(C(=O)Oc2cccc(-c3cnc4ccccc4n3)c2)c1	26	5%	-20%	-2%	15%	-4%
Cc1cc(C)n(-c2ccc(C(=O)OCC(=O)Nc3ccccc3[N+](=O)[O-])cc2)n1	-37	-2%	5%	4%	0%	5%
O=C(NCC1CCCO1)C1CCCN(S(=O)(=O)c2cc(Cl)ccc2Cl)C1 (centres undefined)	9	-11%	?	19%	29%	5%
CCOC(=O)N1CCN(C(=O)c2ccc3c(=O)n(-c4ccccc4F)c(=S)[nH]c3c2)CC1	-39	2%	4%	-29%	44%	0%
Cc1ccc(S(=O)(=O)N(CC(=O)NCC2CCCO2)Cc2ccc(F)cc2)cc1 (centres undefined)	-17	-16%	15%	7%	69%[activator]	3%
O=C(CCNC(=O)c1ccc(Cl)cc1)NCC(c1ccco1)N1CCCC1 (centres undefined)	-21	-12%	-17%	.	-1%	?
O=C(NCc1ccccc1CN1CCCC1)c1cccc(S(=O)(=O)Nc2ccc(F)cc2)c1	57	-14%	?	.	0%	-4%
Cn1c(N)c(C(=O)COC(=O)Cc2ccc(F)cc2)c(=O)n(C)c1=O	9	-7%	3%	.	-6%	-10%
COCCn1c(C)cc(C(=O)COC(=O)c2ccc([N+](=O)[O-])o2)c1C	?	35µM*	11%	-28%	-2%	3%
FC(F)(F)c1ccccc1CCN1CCNCC1	67	1%	13%	-12%	1%	2%
O=C(Nc1ccc(Br)cc1Cl)c1cnccn1	45	2%	-23%	2%	-26%	?
CCOC(=O)c1ccccc1NC(=O)c1ccc2c(SCC(=O)O)c3c(nc2c1)CCCC3	?	-15%	-14%	17%	3%	-13%
O=[N+]([O-])c1cccc(S(=O)(=O)c2ccc(NCCOCCO)c([N+](=O)[O-])c2)c1	-30	?	7%	-1%	0%	-1%
CCN1CCN(CC(=O)N2N=C(c3cccs3)CC2c2ccc(C)cc2)C(=O)C1=O (centres undefined)	-34	3%	6%	4%	44%	-4%
O=C(/C=C/c1ccc(Cl)cc1)Nn1c(-c2cccs2)nc2ccccc2c1=O	?	2%	-7%	10%	-6%	-9%
O=C(NC(=S)Nc1ccc2c(c1)OCO2)c1ccccc1	72	14µM*	1%	-10%	-33%	5%
CS(=O)(=O)N(CC(=O)N1CCCC1)c1cc(C(F)(F)F)ccc1Cl	-27	-8%[57.1 µM]	7%	7%	0%	2%
CCOc1ccccc1N1CCN(CC(=O)Nc2nc(C)c(C(=O)N(C)C)s2)CC1	?	-30%	1%	?	64%[activator]	0%
NC(=O)C1CC(=O)N(c2ccc(OCC(=O)Nc3ccc(Cl)cc3)cc2)C1 (centres undefined)	-31	8%	-14%	.	-2%	0%
Cc1cccc(NC(=O)CC23CC4CC(C2)CC(n2nnc(C)n2)(C4)C3)c1	-10	8%	-11%	-11%	11%	-11%
Cc1ccccc1Cn1c(C)c(CNCc2ccccc2)c(C(=O)O)c1C	8	-12%	.	.	.	-1%
COc1cccc(/C=C(/C(=O)OCC(=O)NCC2CCCO2)c2ccccc2)c1 (centres undefined)	-32	-6%	-15%	-12%	160%[activator]	-1%
COC(=O)c1c(NC(=O)COc2ccc(C)cc2Br)sc2c1CCCC2	18	-1%	.	.	.	14%
COc1ccc(CCNC(=O)c2cnc3sc(N4CCCCCC4)nn3c2=O)cc1OC	0	0%	.	.	.	-2%
CC(C)[C@H](NC(=O)c1ccccc1)C(=O)OCC(=O)N1CCCc2ccccc21	-38	-4%	?	-6%	20%	-2%

Of the compounds above, these contain an aryl methoxy group:
SMILES	HCMV inh	Sm TGR block	HCV inh	FBPA Giardia inh	AmpC no deterg	AmpC inh detg
COc1ccc2c(CC(=O)OCC(=O)NC(=O)c3cccn3C)coc2c1	4	1%	-13%	1%	-22%	-8%
COc1ccc(S(=O)(=O)Cc2ccc(C(=O)N3CCN(Cc4ccccc4)CC3)o2)cc1	?	?	-14%&-29%	-1%	88%[activator]	-13%
COc1ccc(-c2cc3ccc(OCC(=O)NCC4CCC(C(=O)O)CC4)cc3oc2=O)cc1 (centres undefined)	48	12%	1%	9%	-25%	1%
COc1ccc2ccccc2c1/C=N/NC(=O)c1ccccc1F	7	3%	?	-23%	-27%	?
COc1ccc(O)c(/C=N/NC(=O)CSc2nnc(C)n2-c2ccccc2)c1	28	7%	?	10%	3%	-2%
COc1ccc(-c2csc3ncnc(N4CCN(CCO)CC4)c23)cc1	-31	-3%	-18%	0%	19%	3%
COc1ccc(/C=N/N2CCN(C3c4ccccc4-c4ccccc43)CC2)cc1O	3	0%	?	-2%	2%	4%
COc1cccc(/C=C(/C(=O)OCC(=O)NCC2CCCO2)c2ccccc2)c1 (centres undefined)	-32	-6%	-15%	-12%	160%[activator]	-1%
COc1ccc(CCNC(=O)c2cnc3sc(N4CCCCCC4)nn3c2=O)cc1OC	0	0%	.	.	.	-2%

Compounds were not picked by outcome. Share with any hit: about 9.9%.
